# Screens as filed in PubChem.
# uPA surface inh – cell surface uPA generation inhibition. cell surface uPA generation assay, qHTS. Potency, µM (titrated, usually from 38.3 µM), inactives show top-dose activity change, negative = inhibition, usual class: inhibitors. 330,000 compounds, 0.31% hits; active means well fitted inhibition curve with a large enough effect; inconclusive means small, poorly fitted or top-dose-only effect; inactive means no such curve, though single readings can be large or run the other way; tested in mouse RAW 264.7 cells; further: potency means the concentration at half of the fitted maximal effect; nearly all actives have a fitted effect of over 55% in size
# PKM2 activator – activators of human pyruvate kinase M2 | P14618 | purified PKM2, Kinase-Glo ATP luminescence, activation; response scale: 0% is enzyme alone, no compound | Potency, µM (series often up to 57.5 µM), without a hit: top-dose activation, hits mostly activators | 260,000 compounds, 0.34% hits | AID 1631; further: potency means the concentration at half of the fitted maximal effect; nearly all actives have a fitted effect of over 55% in size
# Target sequence (P14618 whole entry, looked up): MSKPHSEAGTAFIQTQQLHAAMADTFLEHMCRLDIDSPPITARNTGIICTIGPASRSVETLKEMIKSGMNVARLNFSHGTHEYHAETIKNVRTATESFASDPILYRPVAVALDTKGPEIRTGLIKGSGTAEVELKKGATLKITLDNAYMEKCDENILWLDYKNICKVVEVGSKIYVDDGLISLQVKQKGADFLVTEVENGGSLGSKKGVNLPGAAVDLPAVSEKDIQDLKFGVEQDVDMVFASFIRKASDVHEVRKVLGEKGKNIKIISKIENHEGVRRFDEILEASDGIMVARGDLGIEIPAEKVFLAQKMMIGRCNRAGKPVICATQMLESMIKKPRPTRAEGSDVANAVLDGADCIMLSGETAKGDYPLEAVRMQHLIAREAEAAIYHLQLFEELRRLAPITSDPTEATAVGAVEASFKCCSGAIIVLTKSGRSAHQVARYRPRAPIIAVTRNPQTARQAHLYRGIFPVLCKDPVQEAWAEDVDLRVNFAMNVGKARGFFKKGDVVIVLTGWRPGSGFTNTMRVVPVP
#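 Purified hPK-M2 (>95%) run at intermediate activity with 0.1 mM ADP and 0.5 mM PEP in 50 mM imidazole pH 7.2, KCl, MgCl2; 1 h room temperature. ATP formed read by Kinase-Glo luminescence; normalized to uninhibited and no-enzyme controls.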
# USP2a block – inhibitors of human ubiquitin-specific protease USP2a; Potency, µM (top dose mostly 38.3 µM), inactives show at the top dose activity change, negative = inhibition, hits mostly inhibitors; O75604; 330,000 compounds, 0.01% hits; USP2 core, Ub-CHOP2 coupled fluorogenic reporter, 485/531;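 further: potency means the concentration at half of the fitted maximal effect; plate controls were DMSO wells for no effect and full inhibition by NEM control for full effect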
#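 Deubiquitinase activity read as fluorescence (485/531 nm) after Ub-CHOP2 cleavage activates the enterokinase reporter on its substrate; USP2 core 10nM, Ub-CHOP2 and substrate 25nM each, 30min compound preincubation then 60min RT; data normalized to NEM, curves fitted.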
# GALK inhibitor – inhibitors of human galactokinase; P51570; Purified GALK, Kinase-Glo residual ATP luminescence; Potency, µM (doses to about 57.5 µM), inactives show top-dose activity change, negative = inhibition, hits mostly inhibitors; 270,000 compounds, 0.007% hits; further: potency means the concentration at half of the fitted maximal effect
#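 GALK at 5 nM final was combined with compound, 35 uM ATP and 100 uM galactose in HEPES pH8.0 with MgCl2 and DTT. The reaction ran one hour at room temperature before luminescent ATP detection.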
# BCR signal inh – chronic active BCR signaling inhibition. ABC-DLBCL IkBa-CBG/CBR reporter, luminescence ratio, 4 h. Potency, µM (series often up to 46.1 µM), without a hit: at the highest dose ratio change, negative = lower green/red ratio, most hits filed as inhibitors. 340,000 compounds, 0.05% hits; active means well fitted inhibition curve with a large enough effect in the signal ratio, with a control signal flat, not every such curve was filed as active; inconclusive means small, poorly fitted or top-dose-only effect, or effect the other way, or a change in a side signal; the % refers to the signal ratio;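 further: potency means the concentration at half of the fitted maximal effect; plate controls were basal doxycycline-induced cells for no effect and cells given 10 µM MG132 for full effect; MG132 reads +100%, hits lower the ratio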
#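 Cell line TMD8 (human ABC DLBCL), stably expressing tet-inducible CBG68-IkBa fusion and CBR; IMDM/0.5% FBS; cpd up to 46 uM; dox induction, 4 h, 37C/5% CO2; dual luminescence; green/red ratio; MG132 control.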
# KCNH2 WT inh – inhibitors of human wildtype KCNH2 potassium channel | activity change, % at 1.84 µM | AID 720551 | U2OS, BacMam KCNH2, thallium flux FluxOr; active compounds read low | 340,000 compounds, 0.37% hits | Q12809;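 active means maximum activity change below -70%; inconclusive means maximum activity change between -70% and -50%; inactive means maximum activity change above -50%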
#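 U2OS cells transduced with wild-type KCNH2 virus are loaded with FluxOr dye for 45 min, and thallium flux is measured in kinetic reads before and after stimulation buffer. Rate constants are normalized to DMSO controls.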
# Coupling enz – inhibits coupling enzyme system, counter-screen for aldolase hits; activity change, negative = inhibition, % at 58.2 µM, hits read low; coupling enzyme system counterscreen, AmpLite Red fluorescence; 290,000 compounds, 0.67% hits; AID 2472; in the data active means activity change below about -30%
#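 Compounds tested against the coupling enzymes alone at 57.5 uM final; readout was AmpLite Red fluorescence (525/598 nm) after 20 min at RT.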
# Eya2 phos inh – inhibitors of human Eya2 phosphatase activity | O00167 | recombinant Eya2, OMFP fluorescence dephosphorylation (OMFP is methylfluorescein phosphate) | Potency, µM (series often up to 76.9 µM), without a hit: at the top dose activity, negative = inhibition, actives largely listed as inhibitors | 330,000 compounds, 0.006% hits; further: potency means the concentration at half of the fitted maximal effect
#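 Eya2 (0.2 uM) preincubated 10 min at ambient with compound, then OMFP substrate added at 50 uM; 10 min reaction in 50 mM HEPES pH 7.5, 50 mM NaCl, 5 uM MgCl2, 0.05% BSA, 1 mM DTT. Fluorescence read at Ex 485/Em 525 nm.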
# Giardia kill – kills Giardia lamblia; activity change, % at 7.66 µM, hits read low; 340,000 compounds, 0.15% hits; Giardia lamblia trophozoite viability; in the data active means activity change below about -80%; inconclusive means between about -30% and that limit;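 further: parasites exposed to compound for two days anaerobically before the ATP read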
#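 Luminescence from cellular ATP indicates surviving trophozoites (100 cells/well) following 48 hrs anaerobic compound treatment at 37 deg C; signal develops 15-30 min at room temperature.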
# KCNH2 3.1 block – blocks the human KCNH2 3.1 channel isoform | U2OS KCNH2 3.1, thallium flux FluxOr; active compounds read low | activity change, % (tested at about 1.8 µM) | 340,000 compounds, 0.95% hits | AID 720553;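 active means maximum activity change below -70%; inconclusive means maximum activity change from -70% to -50%; inactive means maximum activity change above -50%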;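 further: thallium influx rate constant from kinetic fluorescence after stimulation buffer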
#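 Normalized rate constant (relative to positive and negative DMSO controls) derived from a 2 min kinetic fluorescence read after stimulation; U2OS cells expressing the 3.1 isoform via virus at 1.77 x 10^8 /mL.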
# B2AR arrestin – recruits beta-arrestin to the human beta2-adrenergic receptor. AID 492947. beta-arrestin recruitment to beta2AR, cell-based reporter. Potency, µM (highest dose often 46.1 µM), for the others: top-dose activation, actives largely listed as activators. 330,000 compounds, 0.02% hits. P07550;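 further: potency means the concentration at half of the fitted maximal effect; 0% = DMSO controls and full agonism = EC100 isoproterenol or metaproterenol; nearly all actives have a fitted effect of over 65% in size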
# An asterisk follows results filed as active; ? = inconclusive; . = not tested or not shown; & = joins results of further samples. Unless noted, the call rests on the fitted dose curve; in most records, active means well fitted curve in the direction sought with a large enough effect; inconclusive means small, poorly fitted or top-dose-only effect, or another doubt; inactive means no such curve, though single readings can be large; an effect the other way counts as inactive or inconclusive. Unless noted, on the % scale 0 is the no-effect control and ±100 the full control effect.
SMILES,uPA surface inh,PKM2 activator,USP2a block,GALK inhibitor,BCR signal inh,KCNH2 WT inh,Coupling enz,Eya2 phos inh,Giardia kill,KCNH2 3.1 block,B2AR arrestin
Cc1ccc(S(=O)(=O)c2c(N)n(/N=C/c3ccco3)c3nc4ccccc4nc23)cc1C,9%,?,2%,3%,?,1,4,-8%,-3,3,0.0%
CC1=NCC(C)c2c1[nH]c1ccccc21 (configuration not stated),10%,4%,5%,.,-23%,12,0,-5%,-3,0,0.2%
O=C(CCN1C(=O)C2C3C=CC(C4CC34)C2C1=O)OCC(=O)c1ccccc1 (configuration not stated),5%,-5%,0%,4%,4%,-19,.,-10%,19,-21,-0.2%
COc1ccc(S(=O)(=O)N2CCCCCC2)cc1C(=O)NCc1cccs1,-4%,.,-2%,.,1%,22,.,0%,-11,2,0.0%
CCC(C(=O)N1CCC(N2CCCCC2)CC1)n1nc(C)c2sc3ccccc3c2c1=O (configuration not stated),16%,.,2%,-3%,-7%,9,.,-2%,18,-25,-0.1%
O=S(Cc1ccc(Cl)cc1)c1ncc(CO)n1Cc1ccccc1 (configuration not stated),-2%,1%,3%,6%,-2%,8,2,20%,-22,2,-0.3%
CC(NC(=O)c1cccc(Br)c1)c1ccccc1 (configuration not stated),-16%,-3%,0%,-5%,0%,-5,0,14%,7,-5,0.1%
COc1ccc(S(=O)(=O)N2CCC(C(=O)N3CCCCC3)CC2)cc1Cl,-13%,0%,2%,-4%,1%,-28,2,-22%,10,-1,0.5%
CCC(C)NS(=O)(=O)c1ccc(OCC(=O)Nc2ccc3c(c2)OCO3)cc1 (configuration not stated),3%,-6%,-2%,0%,-2%,5,0,-15%,1,7,-0.1%
COc1ccc(C(=O)Nc2ccccc2C(=O)Nc2ccccn2)cc1,-13%,-14%,-1%,-3%,-2%,8,1,-1%,-25,-3,3.0%
C/C(CCS(=O)(=O)c1ccccc1)=N/O,-4%,.,4%,1%,7%,4,5,0%,-6,17,-0.2%
CCN1Cc2c(cc(OC)c(OC)c2OC)-c2ccccc2S1(=O)=O,-16%,.,1%,.,2%,1,.,-2%,-7,-3,-0.1%
CCC(/C=C1\Sc2ccc(OC)cc2N1CCO)=C\c1sc2ccc(OC)cc2[n+]1CCO,-10%,-55%,2%,9%,9%,-6,-15&-8,-19%,-1,-9,-0.6%
O=C(NCc1ccccc1Cl)c1ccc2ccccc2n1,2%,0%,3%,-3%,-2%,-10,-2,1%,-10,-24,0.2%
COc1cc(OC)cc(C(=O)NC2CCN(CC(=O)Nc3cccc4ccccc34)CC2)c1,-3%,1%,1%,-3%,-28%,3,0,-15%,-5,1,-0.1%
COc1ccc(N2CCN(C(=O)c3cc4ccccc4o3)CC2)cc1,3%,.,2%,6%,?,23,3,2%,28,15,-0.8%
c1ccc(-c2ncc(-c3ccn[nH]3)s2)cc1,-9%,.,-1%,-8%,?,-2,2,-11%,0,5,0.1%
CC1C=CCC2C(=O)N(c3cccc(C(=O)Nc4ccc(F)cc4)c3)C(=O)C12 (configuration not stated),-4%,-2%,2%,-1%,?,5,-1,-3%,5,8,-1.0%
COc1ccc(CNC(=O)C2CCC(CNc3c(N4CCCCC4)c(=O)c3=O)CC2)cc1 (configuration not stated),1%,-4%,-1%,-1%,-10%,-3,4,0%,-22,1,-0.1%

# A draw from above in order of number of heavy atoms, rising:
SMILES,uPA surface inh,PKM2 activator,USP2a block,GALK inhibitor,BCR signal inh,KCNH2 WT inh,Coupling enz,Eya2 phos inh,Giardia kill,KCNH2 3.1 block,B2AR arrestin
CC1=NCC(C)c2c1[nH]c1ccccc21 (configuration not stated),10%,4%,5%,.,-23%,12,0,-5%,-3,0,0.2%
O=S(Cc1ccc(Cl)cc1)c1ncc(CO)n1Cc1ccccc1 (configuration not stated),-2%,1%,3%,6%,-2%,8,2,20%,-22,2,-0.3%
COc1ccc(S(=O)(=O)N2CCC(C(=O)N3CCCCC3)CC2)cc1Cl,-13%,0%,2%,-4%,1%,-28,2,-22%,10,-1,0.5%
CCC(C)NS(=O)(=O)c1ccc(OCC(=O)Nc2ccc3c(c2)OCO3)cc1 (configuration not stated),3%,-6%,-2%,0%,-2%,5,0,-15%,1,7,-0.1%

# Reprinted at random: 6 records from the list, in no set order.
SMILES,uPA surface inh,PKM2 activator,USP2a block,GALK inhibitor,BCR signal inh,KCNH2 WT inh,Coupling enz,Eya2 phos inh,Giardia kill,KCNH2 3.1 block,B2AR arrestin
C/C(CCS(=O)(=O)c1ccccc1)=N/O,-4%,.,4%,1%,7%,4,5,0%,-6,17,-0.2%
O=C(NCc1ccccc1Cl)c1ccc2ccccc2n1,2%,0%,3%,-3%,-2%,-10,-2,1%,-10,-24,0.2%
COc1cc(OC)cc(C(=O)NC2CCN(CC(=O)Nc3cccc4ccccc34)CC2)c1,-3%,1%,1%,-3%,-28%,3,0,-15%,-5,1,-0.1%
COc1ccc(N2CCN(C(=O)c3cc4ccccc4o3)CC2)cc1,3%,.,2%,6%,?,23,3,2%,28,15,-0.8%
COc1ccc(CNC(=O)C2CCC(CNc3c(N4CCCCC4)c(=O)c3=O)CC2)cc1 (configuration not stated),1%,-4%,-1%,-1%,-10%,-3,4,0%,-22,1,-0.1%
O=S(Cc1ccc(Cl)cc1)c1ncc(CO)n1Cc1ccccc1 (configuration not stated),-2%,1%,3%,6%,-2%,8,2,20%,-22,2,-0.3%
